# VHR inh abs: inhibitors of human VHR1 phosphatase (DUSP3); 290,000 tested, 0.52% active; recombinant VHR phosphatase, pNPP absorbance; inhibition, % at 13.3 µM; AID 1654; in the data active = inhibition above about 50%; note: some compounds called inactive have numbers as strong as hits
# Target sequence (P51452 whole entry, looked up): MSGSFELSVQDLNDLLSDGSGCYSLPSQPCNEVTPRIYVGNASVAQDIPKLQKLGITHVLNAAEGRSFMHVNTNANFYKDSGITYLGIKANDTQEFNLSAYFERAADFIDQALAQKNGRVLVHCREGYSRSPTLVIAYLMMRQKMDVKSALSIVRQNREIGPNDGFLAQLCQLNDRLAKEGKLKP
# PrPC TRFRET: reduces human prion protein on the cell surface; 370,000 tested, 0.43% active; P04156; cell surface PrPC, TR-FRET read-out; AID 720596; inhibition, % at 13.8 µM; in the data active = inhibition above about 24%; note: 0% = median of the test wells and 100% = reference compound wells
# 3CLpro inhibitor: SARS-CoV 3CLpro protease inhibition. P0C6X7. recombinant SARS-CoV 3CLpro, quenched FRET peptide cleavage. inhibition, % at 6 µM. 290,000 tested, 0.14% active. AID 1706; in the data active = inhibition above about 12%
# Anthrax LF inh2: anthrax lethal factor protease inhibition. multiplex microsphere protease cleavage assay, LF. inhibition, % at 10 µM. P15917. AID 588501. 360,000 tested, 0.12% active; note: plate controls were buffer without enzyme for full effect and enzyme alone for no effect
# MazF activator: activators of E. coli MazEF toxin-antitoxin RNase; P0AE70; FAM/BHQ RNA-DNA oligo cleavage fluorescence, 5 h; activation, % at 20 µM; 350,000 tested, 0.32% active; in the data active = activation above about 50%
# Target sequence (P0AE70 whole entry, looked up): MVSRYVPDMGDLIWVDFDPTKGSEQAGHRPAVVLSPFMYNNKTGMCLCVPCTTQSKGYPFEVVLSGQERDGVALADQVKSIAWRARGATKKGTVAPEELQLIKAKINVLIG
# Rv3671c protease: inhibits the M. tuberculosis serine protease Rv3671c. 320,000 tested, 0.048% active. inhibition, % at 5.96 µM. P9WHR9; in the data active = inhibition above about 38%;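 note: extracellular domain of Rv3671c used as enzyme; 0% = enzyme with DMSO and 100% = no enzyme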
# Target sequence (P9WHR9 whole entry, looked up, the tested form may be a part): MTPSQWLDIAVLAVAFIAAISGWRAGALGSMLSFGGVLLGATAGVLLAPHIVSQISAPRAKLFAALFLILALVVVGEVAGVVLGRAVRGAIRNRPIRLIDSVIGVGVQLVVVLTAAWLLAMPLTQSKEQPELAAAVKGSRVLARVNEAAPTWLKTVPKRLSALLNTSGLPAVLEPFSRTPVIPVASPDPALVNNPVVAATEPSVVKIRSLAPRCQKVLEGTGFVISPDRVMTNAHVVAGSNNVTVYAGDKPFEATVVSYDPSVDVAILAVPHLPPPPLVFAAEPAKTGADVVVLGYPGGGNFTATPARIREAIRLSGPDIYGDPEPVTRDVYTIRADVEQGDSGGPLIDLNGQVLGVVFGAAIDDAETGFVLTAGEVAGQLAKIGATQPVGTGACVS
# BoNT-F LC inh: BoNT F light chain protease inhibition; Multiplex microsphere protease cleavage assay, flow cytometry; inhibition, % at 10 µM; 360,000 tested, 0.22% active; in the data active = inhibition above about 35%, passing the limit was not always enough; inconclusive = no clear call, values can overlap the other calls; note: plate controls were buffer without enzyme for full effect and enzyme alone for no effect
# BoNT A protease: inhibitors of Botulinum neurotoxin A light chain protease | inhibition, % at 10 µM | 360,000 tested, 0.17% active | multiplex microsphere protease substrate cleavage, flow cytometry | AID 588499; note: plate controls were buffer without enzyme for full effect and enzyme alone for no effect
# CCHFV vOTU inh: blocks the CCHF virus ovarian tumor domain protease; inhibition, % at 11.5 µM; AID 651958; CCHFV vOTU protease, Pep-AMC fluorescence; 370,000 tested, 0.55% active; in the data active = inhibition above about 30%; note: 0% = vehicle wells with enzyme and 100% = no enzyme wells
# SSB-PriA inh: inhibitors of Klebsiella pneumoniae PriA binding to SSB C-terminal tail | AlphaScreen SSBct-PriA binding, biotinylated peptide | inhibition, % at 33 µM | 430,000 tested, 0.6% active; in the data active = inhibition mostly above about 37%, no sharp cut-off; inactive = mostly below about 20%;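 note: plate controls were negative control peptide for no effect and reference peptide for full effect; strong numbers were not always called active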
# * = called active by the depositor; ? = inconclusive; nt = no result given; & = joins results of further samples. Cut-off read from the data, not from the text of the source, unless noted: active = inhibition above about 30%; inconclusive = no clear call, values can overlap the other calls; inactive = below that. An excerpt; rates above refer to the full screens.
# Every second line gives: VHR inh abs	PrPC TRFRET	3CLpro inhibitor	Anthrax LF inh2	MazF activator	Rv3671c protease	BoNT-F LC inh	BoNT A protease	CCHFV vOTU inh	SSB-PriA inh
1	CCOC(=O)N1CCN(c2cc(=O)n(-c3ccc(C)cc3)c(=O)[nH]2)CC1
  24	4	3	-7	0	5	-2	-0.3	3	0
2	CCC(C)n1c(SCc2ccc([N+](=O)[O-])cc2)nc2ccsc2c1=O (configuration not stated)
  38	0	3	-8	-4	-13	-9	-2.5	4	20
3	Cn1c(=O)c(C(=O)NNC(=O)c2ccccc2Br)c(O)c2ccccc21
  43	-7	4	0	5	4	1	-1.0	17	-10
4	O=C(O)c1cc(Cl)c(Cl)cc1C(=O)Nc1cccc2cccnc12
  38	-4	1	-2	0	2	-5	-0.1	20	30
5	Cc1ccc(OC(C)C(=O)Nc2ccncc2)cc1C (configuration not stated)
  11	6	0	-14	5	3	-20	-1.2	-12	3
6	CN(Cc1ccccc1)C(NC(=O)c1ccco1)C(Cl)(Cl)Cl (configuration not stated)
  37	-6	3	-2	-2	4	-2	0.0	9	-19
7	OCCC1CN(Cc2cn[nH]c2C2CCCCC2)CCN1C1CCCC1 (configuration not stated)
  3	-5	2	0	3	6	2	1.3	-3	-8
8	O=C(COC(=O)c1ccccc1O)Nc1ncc(Cl)cc1Cl
  14	10	1	-7	-6	3	-7	0.1	5	-2
9	O=[N+]([O-])c1ccc(C[n+]2cc(-c3ccccc3)n3c2CCCCC3)cc1
  4	-34	-3	0	6	12	-6	-0.3	10	-9
10	CCN(Cc1nc(-c2ccc(C)cc2)no1)C(=O)c1ccco1
  22	1	5	8	4	6	14	0.3	3	-1
11	COc1ccc(-c2nc3c(C)cc(Br)cn3c2CC2CCCCC2)cc1OC
  nt	12	nt	6	nt	nt	2	1.9	10	nt
12	Cn1c(N)nc2nc(CCc3ccccc3)c(=O)[nH]c2c1=O
  34	-6	1	8	9	-3	2	-1.1	-65	4
13	CCOC(=O)C1(Cc2ccccc2)CCCN(Cc2cccc(C(C)=O)c2)C1 (configuration not stated)
  8	9	1	-2	-5	0	3	-3.1	10	-9
14	COc1ccc(N2CCN(C(CNC(C)=O)c3ccco3)CC2)cc1 (configuration not stated)
  26	0	0	-2	-2	-3	-10	0.3	-13	0
15	CCCCn1c(CNC(=O)C(C)(C)C)nc2ccccc21
  14	-7	-1	-7	-6	-7	-7	-0.5	-1	-8
16	C=CCNC(=O)c1cc2c(C(F)(F)F)nn(C)c2s1
  0	6	-1	0	4	1	-21	-0.4	4	-9
17	O=C(c1ccc2c(c1)OCO2)N(Cc1ccco1)C1(C(=O)NC2CCCCC2)CCCCC1
  -2	4	3	-6	-1	4	2	0.2	-3	11
18	CCCC(=O)N1CCN(c2nc(CC(C)C)c3c(c2C#N)CCC3)CC1
  4	3	4	-4	14	6	-34	-0.8	-3	2
19	COc1ccc(C2/C(=C(/O)c3ccc(C)cc3)C(=O)C(=O)N2C)c(OC)c1 (configuration not stated)
  -28	-8	6	-7	4	0	-6	-1.5	11	nt
20	O=C1C=CC(=C(c2ccc(O)cc2)c2ccc(O)cc2)C=C1
  nt	-43	nt	-7	3	-6	1	-0.2	-1	3
21	CN1CCN(C(=O)c2cc(Cl)ccc2Cl)CC1
  21	2	-4	-8	10	-10	5	-0.2	12	-8
22	Cc1ccc(C)c2c1sc(=NC(=O)CN1C(=O)CCC1=O)n2C
  17	12	1	-3	5	-1	-5	-0.1	15	-5
23	COc1ccc(C)cc1NC1=C(Cl)C(=O)N(C2CCCCC2)C1=O
  20	6	-2	-3	-2	2	-5	-1.3	10	12
24	CCN(CC(=O)Nc1c(F)cccc1F)C(=O)c1ccc(C(=O)c2ccccc2)cc1
  nt	0	nt	-1	-4	8	5	3.1	-12	21
25	COc1ccc(N2CCN(C(=O)C34CCC(C)(C(=O)C3)C4(C)C)CC2)cc1 (configuration not stated)
  31	-5	-2	nt	-1	3	nt	nt	-10	1&-10
26	C=CSc1sc(Cl)c(N(C)C)c1[N+](=O)[O-]
  -1	-2	1	-11	19	6	-5	-1.6	-10	9
27	COc1cccc(N2CCN(C(=O)C3CCN(C(=O)Nc4ccccc4)CC3)CC2)c1
  nt	-8	nt	-4	5	nt	-1	-0.1	1	nt
28	O=C(Nc1ccc([N+](=O)[O-])cc1)OCCc1ccccn1
  -28	5	5	-6	6	-12	?	-10	-11	0
29	CNC(=S)SCCOc1ccc(C)cc1
  18	5	4	1	-10	7	-4	0.9	1	-24
30	CN1CCC(N(C)C(=O)NC2CCCCC2)CC1
  6	-5	-2	-5	-7	6	0	-0.2	1	7
31	COc1ccc2c(c1OC)C(=O)OC2Nc1ccc(S(=O)(=O)N=C(N)N)cc1 (configuration not stated)
  12	3	1	0	6	-16	-11	-2.7	2	-1
32	Cc1cccc(CSc2nc(N)c(C#N)c(-c3cccs3)c2C#N)c1
  -1	5	2	-10	-3	-90	-4	-0.7	7	-47
33	CCN(CC)S(=O)(=O)c1ccc2[nH]c(=O)c3ccccc3c2c1
  21	1	0	0	4	nt	?	?	-3	0
34	Cc1cccc(NC(=O)CSc2nnc(CNC(=O)c3ccco3)n2C)c1C
  nt	-8	nt	nt	6	3	nt	nt	8	-8
35	COc1ccccc1N1CCN(S(=O)(=O)c2ccc3nc(-c4ccccc4)[nH]c3c2)CC1
  0	-5	-2	-1	4	-193	-4	-0.6	2	14
36	O=c1[nH]n(-c2ccccc2)c(=O)c(Cl)c1Cl
  29	nt	0	0	-1	-5	1	-0.1	nt	3
37	Cc1n[nH]c(C)c1S(=O)(=O)N1CCCC(C(=O)N2CCc3ccccc32)C1 (configuration not stated)
  18	1	-1	5	-1	-6	?	-0.5	10	-3
38	COc1ccc(-c2c(C)nn(-c3ccccc3)c2N)cc1
  4	-5	-3	-1	-1	-5	5	?	2	12
39	C[C@@H](C(=O)NC1CCCCC1)N1C(=O)N2CCc3c([nH]c4ccccc34)[C@@]2(C)C1=O
  8	13	2	-5	1	6	-5	-0.4	-3	9
40	Cc1c(OCC(=O)N[C@@H](Cc2ccccc2)C(=O)O)ccc2c3c(c(=O)oc12)CCC3
  17	7	6	-4	-4	0	5	-0.2	-1	0
41	O=C(Nc1ncccc1Cl)C1COc2ccccc2O1 (configuration not stated)
  31	-3	-1	-3	-3	-3	-5	-0.2	20	-3
42	NS(=O)(=O)c1ccc(CCNC(=O)CSc2nc3ccsc3c(=O)n2C2CC2)cc1
  21	-4	4	1	3	-10	7	1.1	-8	-8
43	CC1(C)CC(NC(=O)c2ccncc2)CC(C)(C)N1O
  9	-2	4	0	-1	-3	0	0.7	-7	-9
44	CCCCCc1ccc(-c2cn(CC3CCCCC3)nn2)cc1
  40	4	-2	-6	-5	1	0	-0.1	15	-11
45	CN(Cc1ccccc1)C(=O)COC(=O)c1cc([N+](=O)[O-])ccc1N1CCOCC1
  nt	-37	nt	nt	14	10	nt	nt	2	5
46	COc1ccc(NC(=O)CCCOc2ccc(C(C)=O)cc2)cc1S(=O)(=O)N1CCCCC1
  nt	11	nt	-8	7	nt	-3	-0.8	4	nt
47	O=C(N=Nc1c(O)[nH]c2ccc([N+](=O)[O-])cc12)c1ccccc1[N+](=O)[O-]
  1	-24	1	-11	9	-4	-7	-0.3	21	-13
48	CCc1nc(SCC(=O)N2CCCCC2)c2c(=O)n(C)c(=O)n(C)c2n1
  1	-8	-3	-3	5	-4	0	0.7	4	-13
49	CCC(C)n1c(OC)nc2c1c(=O)n(C)c(=O)n2C (configuration not stated)
  8	-7	4	-4	8	-4	-10	-1.2	-6	-7
50	CCOc1ccc(/C=C2\SC(=O)N(CCNC(=O)CN3C(=O)NC4(CCCC4)C3=O)C2=O)cc1OC
  18	-28	1	3	6	7	2	0.8	-3	-6

# Following part.
# Every second line gives: VHR inh abs	PrPC TRFRET	3CLpro inhibitor	Anthrax LF inh2	MazF activator	Rv3671c protease	BoNT-F LC inh	BoNT A protease	CCHFV vOTU inh	SSB-PriA inh
51	Cc1ccc(C)c(OCC(=O)Nc2ccccc2C(=O)N2CCN(C)CC2)c1
  32	5	0	-1	7	-1	-6	-0.9	-12	1
52	CC(/C=N/n1c(-c2cc(C)[nH]n2)n[nH]c1=S)=C\c1ccco1
  4	-2	-3	-28	-11	6	?	-18	-7	nt
53	CCN(CC)C(=O)c1[nH]cnc1C(=O)N[C@@H](CC(C)C)C(=O)OCc1ccccc1
  3	0	0	-9	1	-5	-8	-0.7	10	4
54	COC(=O)c1ccccc1NC(=O)C1CCCN(c2nnc(-n3cccc3)s2)C1 (configuration not stated)
  21	2	5	-1	-5	-1	-6	-1.5	3	0
55	O=C(Cc1ccccc1)Nc1ccc(Cl)cn1
  4	-4	-7	-5	-6	-5	19	2.4	6	-6
56	Cc1nn(C(=O)c2cccnc2)c(C)c1Sc1ccccc1
  -2	4	-3	-4	-8	-7	-11	-2.8	-5	-16
57	COc1ccc(CCC(C)N(C)Cc2ccccc2)cc1 (configuration not stated)
  21	-4	-3	nt	15	1	nt	nt	-3	5
58	O=C(c1cccs1)c1coc2ccc(O)c(CN(CCO)CCO)c12
  19	-8	1	0	5	-1	10	2.3	12	1

# Compound activity from PubChem.
